DT40 TDP1 no CPT = qHTS for Inhibitors of human tyrosyl-DNA phosphodiesterase 1 (TDP1): qHTS in cells in absence of CPT | Potency, µM (series often up to 46.2 µM), inactives show at the highest dose activity change, negative = growth inhibition, actives largely listed as inhibitors | DT40 Tdp1-/- hTDP1 cells, no CPT, ATP luminescence, 48 h | 420,000 tested, 15% active | AID 686978, 2013; further: nearly all actives have a fitted effect of over 55% in size
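Readout: luminescence from CellTiter-Glo after 30 min in the dark at RT. Cells: DT40 Tdp1-/- with stable hTDP1, 400/well. Exposure: compounds alone, ≥48 hr, 37 °C.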
TDP1 block = qHTS Assay for Inhibitors of Tyrosyl-DNA Phosphodiesterase (TDP1); Tyrosyl-DNA phosphodiesterase 1 (Homo sapiens), Q9NUW8; recombinant TDP1, AlphaScreen DNA substrate cleavage; Potency, µM (doses to about 130 µM), for the others: at the top dose activity change, negative = inhibition, hits mostly inhibitors; 350,000 tested, 0.28% active; further: nearly all actives have a fitted effect of over 40% in size
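AlphaScreen read-out: signal falls as enzyme removes the 3' tyrosine-FITC from a 5'-biotinylated DNA oligo (15 nM, 5 min, RT). Enzyme was E. coli-made recombinant Tdp1 at 1 nM, exposed to compound for 15 min beforehand; beads 10 ug/ml, 10 min.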
GCN5L2 inh = qHTS Assay for Inhibitors of GCN5L2; GCN5L2 HAT assay, ThioGlo1 CoA-SH fluorescence; Potency, µM (doses to about 58.9 µM), for inactives: at the highest dose activity change, negative = inhibition, most hits filed as inhibitors; 390,000 tested, 0.21% active; AID 504327, 2011
Target sequence (Q92830 whole entry, looked up): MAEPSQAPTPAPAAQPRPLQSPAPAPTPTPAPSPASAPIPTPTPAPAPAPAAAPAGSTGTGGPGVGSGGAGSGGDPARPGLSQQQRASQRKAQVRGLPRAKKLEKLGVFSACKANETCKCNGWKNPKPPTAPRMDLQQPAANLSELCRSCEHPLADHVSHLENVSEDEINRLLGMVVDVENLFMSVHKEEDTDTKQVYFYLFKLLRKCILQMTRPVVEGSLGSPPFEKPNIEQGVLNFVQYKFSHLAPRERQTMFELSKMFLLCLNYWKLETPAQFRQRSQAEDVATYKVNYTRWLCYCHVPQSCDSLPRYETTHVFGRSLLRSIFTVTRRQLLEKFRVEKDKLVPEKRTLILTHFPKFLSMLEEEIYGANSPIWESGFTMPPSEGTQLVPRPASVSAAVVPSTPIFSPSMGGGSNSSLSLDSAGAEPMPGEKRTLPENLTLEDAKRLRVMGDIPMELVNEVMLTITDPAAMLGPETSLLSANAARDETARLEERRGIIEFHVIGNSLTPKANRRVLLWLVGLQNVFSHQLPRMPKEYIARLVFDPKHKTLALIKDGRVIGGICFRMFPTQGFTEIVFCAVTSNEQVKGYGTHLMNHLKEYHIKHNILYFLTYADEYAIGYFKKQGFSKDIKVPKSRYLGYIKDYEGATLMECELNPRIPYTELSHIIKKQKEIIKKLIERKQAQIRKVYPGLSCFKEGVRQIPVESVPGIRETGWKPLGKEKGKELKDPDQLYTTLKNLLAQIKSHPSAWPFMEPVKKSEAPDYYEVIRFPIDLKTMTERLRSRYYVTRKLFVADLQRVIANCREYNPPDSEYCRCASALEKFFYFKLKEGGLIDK
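Enzyme at 20nM final was mixed with library compounds for 15 min at room temperature. Peptide H3(1-25) at 75uM, acetyl-CoA at 70uM and ThioGlo1 at 50uM were then added. Plates were read immediately and after 20 min (Ex340nm/Em540nm).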
* hit, by the source's call; u = inconclusive; x = not tested or not shown; & = joins results of further samples; ! = not active in a repeat; [ ] = another dose, or the depositor's remark. The call rests on the fitted dose curve; in most records, active means well fitted curve in the direction sought with a large enough effect; inconclusive means small, poorly fitted or top-dose-only effect, or another doubt; inactive means no such curve, though single readings can be large; an effect the other way counts as inactive or inconclusive. On the % scale 0 is the no-effect control and ±100 the full control effect; potency means the concentration at half of the fitted maximal effect. Not all compounds are listed. The share of hits here may be higher or lower than overall.

SMILES	DT40 TDP1 no CPT	TDP1 block	GCN5L2 inh
Fc1ccc(Nc2nc(SCc3ccccc3F)nc3ccccc23)cc1	16.4µM*	4.4%	0.7%
COc1ccc(N2CCN(C(=O)c3sc4ncn(CC(=O)N5CCCCC5)c(=O)c4c3C)CC2)cc1	-2.4%	5.1%	-7.2%
COc1ccc(C2CC(c3cccs3)=NN2c2ccc(C=O)cc2)cc1 (stereo unspecified)	-0.2%	-1.9%	u
CC(=O)Oc1ccccc1C(=O)OCCN=C1NS(=O)(=O)c2ccccc21	u	x	-1.7%
COc1ccc(Cc2nc3ccc(C(=O)NC(C)Cc4ncccc4C)cc3o2)cc1OC (stereo unspecified)	u	3.1%	-5.7%
CCn1c(CNC(=O)COc2ccc(C(C)C)cc2)nnc1SCC(=O)NC1CCCCC1C (stereo unspecified)	u	-9.4%[56.1 µM]	-2.2%
CC(=O)N1CC=CC1(C)C(=O)NCc1cc(F)cc(C(F)(F)F)c1 (stereo unspecified)	-4.3%	3.9%&6.3%	-0.3%
CN(CCc1ccccn1)c1ncnc2[nH]ncc12	u	0.0%	-5.6%
CC1CCCC/C1=N\NC(=S)NCCc1ccccc1 (stereo unspecified)	u	3.8%	-9.5%
COc1ccc(CC(=O)Nc2cccc(-c3nnc(-c4ccco4)o3)c2)cc1	7.31µM*	5.9%	-1.2%
O=C(NCCN1CCCC1)c1ccc(Br)cc1	-12.2%	x	-4.9%
O=C(CC1c2ccccc2Oc2ccccc21)NCc1ccco1	u	2.0%	-6.0%
O=S(=O)(O)c1ccc(N=NNc2ccc(Br)cc2)cc1	-10.3%	x	-0.6%
COc1ccccc1N1CCN(C(=O)CCc2ccc(S(=O)(=O)NCC(C)C)cc2)CC1	23.1µM*	2.0%	x
CC(=O)Nc1ccc(S(=O)(=O)Nc2ccc(S(=O)(=O)N3CCCC3)cc2)cc1	-10.7%	3.7%	-3.0%
COCCCNC(=O)c1ccc(Cn2c(=O)c3ccccc3n(CC(N)=O)c2=O)cc1	u	-2.5%	-1.1%
COc1ccccc1NC(=O)C(C)N1C(=O)c2ccccc2C1=O (stereo unspecified)	15.4%	x	-7.6%
C1=C(CN2CCOCC2)COc2c1cccc2OC[C@@H]1CNCCO1	-1.8%	-6.5%[56.1 µM]	-7.8%
Cc1noc(NC(=O)c2ccccc2)c1C#N	-28.1%	-2.1%	-28.8%
COc1ccc(NC(=O)c2cc(S(=O)(=O)NCCC3=CCCCC3)ccc2F)cc1	23.1µM*	10.4%	2.4%
C/C(CC(=O)Nc1cc(C)ccn1)=N\NC(=O)COc1cccc(C)c1	x	5.0%	-0.1%
Nc1nc(-c2ccccn2)nc(N)c1Cc1c(F)cccc1Cl	1.46µM*	11.8%	-4.8%
COc1ccc(OC)c(-c2cc(C(=O)N/N=C(\C)c3cccnc3)c3ccccc3n2)c1	u	4.2%[56.1 µM]	-27.5%
CC1(C(=O)NC2CCCCCC2)CCC(=O)N1Cc1ccc2c(c1)OCO2 (stereo unspecified)	-19.8%	2.0%	2.0%
Cc1ccccc1CNC(=O)CCS(=O)(=O)c1cc2c3c(c1)CCN3C(=O)CC2	-7.2%	x	2.8%
COc1ccc([C@@H]2CC=C(C(=O)O)[C@H](c3ccc(F)cc3)N2S(=O)(=O)c2ccc(Cl)cc2)cc1	-16.6%	2.2%	-3.5%
Cc1c(CCC(=O)NCc2ccc(F)cc2)c(=O)oc2cc(O)ccc12	-20.1%	4.9%	u
CN1CCN(C(=O)Cn2ncc3c4ccccc4n(Cc4ccc(Cl)cc4)c3c2=O)CC1	10.3µM*	5.1%	-5.8%
Cn1nnc(NC(=O)c2ccc(Br)o2)n1	-28.1%	0.3%	-1.7%
COc1ccc(/C=C/c2nc(S(=O)(=O)c3ccccc3)c(N(C)C)o2)cc1OC	u	3.6%	u
Nc1nc(NCC(=O)O)nc(NC2CCCCC2)c1[N+](=O)[O-]	10.5%	x	-4.7%
COc1ccc(-n2ncc3c(NCc4ccccn4)ncnc32)cc1	-21.6%	1.1%	-1.9%
CCc1ccc(NC(=O)Cn2c(=O)n(CCCC(=O)NCc3ccc4c(c3)OCO4)c(=O)c3ccccc32)cc1	u	-1.8%	1.5%
N#Cc1ccc(C(=O)Nc2nc3ccccc3[nH]2)cc1	u	-10.1%	-7.1%
O=C(NCCc1ccccc1)c1cc(-c2ccc(Cl)cc2)on1	-15.4%	0.0%	-3.2%
O=C1CCc2ccc(NS(=O)(=O)c3ccc(F)cc3)cc2N1	u	5.7%	0.3%
CC(C)c1ccc(N2C(=O)CS(=O)(=O)C23C(=O)N(Cc2cccc(F)c2)c2ccccc23)cc1 (stereo unspecified)	u	7.4%	-10.1%
Cc1ccc(O)c(C=Nc2cc(C)ccc2O)c1	5.17µM*	8.0%	-3.0%
Cc1ccc2cccc(NC(=O)c3ccc(-c4cccc(Cl)c4)o3)c2n1	-7.6%	-4.5%	-6.3%
CCOC(=O)C1C(c2cccc(Cl)c2Cl)NC(=O)NC1(O)C(F)(F)F (stereo unspecified)	-13.3%	-2.9%	2.0%

Full records, quoted from the list.
CC1(C(=O)NC2CCCCCC2)CCC(=O)N1Cc1ccc2c(c1)OCO2 (stereo unspecified) reads DT40 TDP1 no CPT = -19.8%; TDP1 block = 2.0%; GCN5L2 inh = 2.0%
COc1ccc(OC)c(-c2cc(C(=O)N/N=C(\C)c3cccnc3)c3ccccc3n2)c1 reads DT40 TDP1 no CPT = u; TDP1 block = 4.2%[56.1 µM]; GCN5L2 inh = -27.5%
Cc1ccc2cccc(NC(=O)c3ccc(-c4cccc(Cl)c4)o3)c2n1 reads DT40 TDP1 no CPT = -7.6%; TDP1 block = -4.5%; GCN5L2 inh = -6.3%

(continued)
SMILES	DT40 TDP1 no CPT	TDP1 block	GCN5L2 inh
Cc1ccc(NC(=O)CNCc2ccc(Cl)cc2Cl)cc1S(=O)(=O)N(C)C	18.4µM*	-2.7%	-1.1%
Cc1ccc(SCC(=O)Nc2cccc(-c3nc4cc(Cl)ccc4o3)c2C)cc1	u	2.6%	-8.6%
Cn1c(N)c(S(=O)(=O)N2CCN(c3ccccc3F)CC2)c(=O)n(C)c1=O	2.9%	0.7%	-0.7%
CN(CC(O)COc1ccc(OCC(O)CN(C)C2CCCCC2)cc1)C1CCCCC1 (stereo unspecified)	u	6.1%	x
C=CCN(CC=C)C(=O)c1ccccc1NC(=O)c1ccccc1C	u	-2.0%	2.7%
Cc1ccc(CNc2nc3ccccc3c3nc(-c4cccc(C)c4)nn23)cc1	-23.9%	-4.9%	-2.4%
Cc1ccn2c(C(=O)NNC(=O)Nc3ccc(Cl)cc3)c(C)nc2c1	1.4%	4.7%	-2.5%
O=C(NNS(=O)(=O)c1ccccc1[N+](=O)[O-])c1cccnc1	u	-6.8%	-4.5%
Cc1nnc(C)n1/N=C/c1ccc(C(C)C)cc1	-3.6%	1.9%	-6.7%
CC1Cn2c(nc3sc4c(c3c2=O)CCC4)N1CCO (stereo unspecified)	-9.0%	2.1%	-4.9%
CC1CCN(C(=O)COC(=O)c2ccc3c(c2)C(=O)N(Cc2ccco2)C3=O)CC1	-20.7%	2.2%	-16.2%
CCOc1cc(C(=O)Nc2ccc([N+](=O)[O-])cn2)cc(OCC)c1OCC	u	-3.5%	1.1%
Cc1c(Oc2ccc(C(F)(F)F)cc2[N+](=O)[O-])ccc2c3c(c(=O)oc12)CCC3	u	7.9%	-8.2%
CCOc1ccc(S(=O)(=O)N2CCN(c3ccc(C)cc3C)CC2)c2ccccc12	x	-1.9%	-6.7%
Cc1nc(COC(=O)c2ccc(S(=O)(=O)N3CCCC3)cc2)cs1	-3.1%	5.8%	-5.0%
Cc1cccc(NC(=O)c2ccc(-c3nc(CSc4ccccc4)c(C)o3)cc2)c1C	u	0.0%	-3.3%
COc1ccc(CNC(=O)c2cnc(N3CCCC3)nc2C)c(OC)c1	-4.8%	3.8%	4.3%
COc1cc(-c2nc(Cn3nnc(C(=O)Nc4ccc(C)cc4C)c3C)c(C)o2)cc(OC)c1OC	20.6µM*	2.7%	-6.9%
Cn1cccc1Cc1nnc(SCC(=O)Nc2ccc3c(c2)OCO3)n1CCc1ccccc1	u	7.9%	-8.4%
O=C(NC(=S)Nc1c(F)cc(F)cc1Br)c1ccc2c(c1)OCCO2	-15.4%	7.7%	-8.3%

4 entries picked at random from the list so far:
SMILES	DT40 TDP1 no CPT	TDP1 block	GCN5L2 inh
Cc1ccc(NC(=O)CNCc2ccc(Cl)cc2Cl)cc1S(=O)(=O)N(C)C	18.4µM*	-2.7%	-1.1%
Nc1nc(-c2ccccn2)nc(N)c1Cc1c(F)cccc1Cl	1.46µM*	11.8%	-4.8%
CCOc1cc(C(=O)Nc2ccc([N+](=O)[O-])cn2)cc(OCC)c1OCC	u	-3.5%	1.1%
CCOc1ccc(S(=O)(=O)N2CCN(c3ccc(C)cc3C)CC2)c2ccccc12	x	-1.9%	-6.7%

Returning to the listing; the 2 compounds before the break are reprinted first.
SMILES	DT40 TDP1 no CPT	TDP1 block	GCN5L2 inh
Cn1cccc1Cc1nnc(SCC(=O)Nc2ccc3c(c2)OCO3)n1CCc1ccccc1	u	7.9%	-8.4%
O=C(NC(=S)Nc1c(F)cc(F)cc1Br)c1ccc2c(c1)OCCO2	-15.4%	7.7%	-8.3%
COc1ccc(NS(=O)(=O)c2ccc3c(c2)Cc2ccccc2-3)cn1	u	4.4%	-7.1%
O=C1NC(c2ccco2)Nc2sc3c(c21)CCN(Cc1ccccc1)C3 (stereo unspecified)	16.4µM*	-1.3%	-4.1%
COCCNc1c([N+](=O)[O-])c(=O)n(-c2ccccc2)c2ccccc12	u	5.5%	-6.5%
CCCOc1cccc(C(=O)NC(=S)Nc2ccccc2)c1	u	5.1%	-3.2%
CN(Cc1ccccc1)C(=O)CN1C(=O)c2ccccc2S1(=O)=O	-1.6%	x	1.4%
COc1cccc(-n2nnnc2SCC(=O)Nc2cccc(C)n2)c1	u	2.0%	-4.5%
CC(=O)Nc1ccc(Nc2c3c4c(cccc4n(C)c2=O)C(=O)c2ccccc2-3)cc1	u	5.1%	0.0%
O=c1c2ccccc2nc2n1CCCCC2	-13.2%	4.9%	-3.3%
COc1ccc(/C=N/NC(=O)c2ccc(Cn3cc([N+](=O)[O-])cn3)o2)cc1O	-7.6%	7.0%	-8.2%
CCCC(C)NC(=O)CSc1nc2ccc(C)cc2[nH]1 (stereo unspecified)	-19.9%	0.0%	-1.1%
CC1CCCN(C(=O)COC(=O)c2cc([N+](=O)[O-])ccc2N2CCOCC2)C1 (stereo unspecified)	u	x	-12.4%
Cc1nc(NC(=O)Nc2ccc(Cl)cc2)sc1C	-24.4%	-3.6%	-5.0%
CCCCCCSc1cc(-c2nc3ccc(Cl)cn3c2NCCCC)ccc1OC	u	-0.8%	-13.5%
O=c1c2[nH]c3ccccc3c2nc2n1CCCS2	-15.6%	-2.7%	-10.2%
Cc1ccc2[nH]c3c(=O)n(N)c(=O)[nH]c3c2c1	-5.5%	5.7%	-6.5%
COc1cc2c(cc1OC)CN(C(=O)CN1CCN(S(=O)(=O)c3ccccc3Br)CC1)CC2	2.06µM*	4.8%	-3.5%
CC(/C=N/NC(=O)CSc1nc(C)cc(C)n1)=C\c1ccccc1	u	2.6%	0.2%
Cc1cc(C)cc(NC(=S)N2C3CCCC2CC(NC(=O)C2CC2)C3)c1 (stereo unspecified)	-10.4%	x	-1.8%
O=C(CCc1ccccc1Cl)Nc1cc2c(cc1C(=O)O)OCCCO2	7.3%	-0.1%	-0.8%
COc1cc(OC)c(OC)cc1CN1CCN(C(=O)CC(C)C)CC1	-12.3%	4.7%	u
COc1ccc(-c2oc(=O)c3cc(OC)c(OC)cc3c2/C=C/c2ccc(OC(C)=O)cc2)cc1	9.2µM*	1.4%	-13.0%
CC1=NN(c2ccccc2)C(=O)C1(C)[N+](=O)[O-] (stereo unspecified)	-33.7%	0.0%	-0.8%
COc1ccccc1NC(=O)COC(=O)c1cc2ccccc2cc1O	0.4%	-0.2%	1.7%
CCCc1c(C)nn(C(=O)/C(C#N)=N/Nc2ccccc2[N+](=O)[O-])c1C	-20.9%	4.8%	-10.0%
C[C@@H](CN=[N+]=[N-])CN1CC[C@H](C(C)(C)C)CCC1=O	12.6µM*!	x	-19.6%
Cc1ccc(O)c(C(=O)c2cnc3onc(-c4ccc(F)cc4)c3c2)c1	u	5.3%	-6.2%
CC1(C)C=C(c2ccc(C(=O)O)s2)CC(C)(C)N1	2.2%	3.4%	-8.0%
O=c1c2ccccc2ncn1Cc1ccc(Cl)cc1	-12.3%	0.0%	-2.9%
O=C(C1CCCO1)N1CCN(C(=S)Nc2ccc(Br)cc2)CC1 (stereo unspecified)	2.2%	1.2%	-2.9%
O=C(c1ccc(S(=O)(=O)NCc2ccco2)cc1)N1CCN(Cc2ccccc2)CC1	u	-7.7%	-6.8%
